# MLLE-PAM2 inh: inhibitors of microRNA-mediated deadenylation, human PABP1 MLLE binding; P11940; GST-MLLE / FITC-PAM2 fluorescence polarization; inhibition, % at 20 µM; 0.36% of 360,000 active; AID 588489; in the data active = inhibition above about 35%, passing the limit was not always enough;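 note: plate controls were DMSO wells with GST-MLLE for no effect and wells lacking GST-MLLE protein for full effect; some results filed as inactive read as strong as hits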
# TbMetRS inhib: Trypanosoma brucei MetRS inhibition | purified T. brucei MetRS, ATP depletion, Kinase-Glo luminescence | 0.4% of 360,000 active | inhibition, % at 11.9 µM | AID 624268;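 active = inhibition above a per-plate cutoff of the control wells' mean inhibition plus 3 SD, cut at about 5.5% in these data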;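 note: 0% = DMSO wells median and 100% = median of wells with control inhibitor compound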
#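 Material: parasite MetRS enzyme / Replication: singlicate, one well per compound / Signal: luminescence of leftover ATP / Schedule: 2 h aminoacylation at 25 °C after 15 min preincubation / Medium: HEPES-MgCl2-KCl buffer plus DTT, spermine, BSA, pyrophosphatase / Doses: 11.9 µM single point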
# Neddyl block: inhibitors of human cullin neddylation | TR-FRET cullin neddylation, biochemical | P61081+Q13564 | calls only at 25 µM | AID 651699 | 0.58% of 360,000 active; in the data active = inhibition above about 36%
# MsrA inhibitor: bovine MsrA inhibition; purified bovine MsrA, absorbance read-out; inhibition, % at 15.5 µM; 0.75% of 360,000 active; in the data active = inhibition above about 4.5%;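 note: 0% = vehicle wells with enzyme and 100% = reference inhibitor wells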
# CSN inh: CSN deneddylation inhibition | Purified CSN, SCF-Nedd8-OG deneddylation, fluorescence polarization | inhibition, % at 12.5 µM | 0.38% of 360,000 active | AID 651999;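 active = pattern-corrected inhibition above about 35%, with an unprinted fluorescence ratio check between 0.5 and 1.5, limit read from the data, passing the limit was not always enough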;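 note: 0% = enzyme with substrate and 100% = substrate without enzyme; some results filed as inactive read as strong as hits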
#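 assay system = purified human Csn5 enzyme expressed in HEK293T cells | amount = 0.24 nM enzyme | buffer or medium = Tris/NaCl/DTT buffer, pH 7.5 | reagent = 10 nM SCFSkp2-Nedd8OG | compound = one concentration, 12.5 µM, 0.25% DMSO | times = 90 min reaction at room temperature | signal = FP | read-out basis = % inhibition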
# eLon inh: E. coli protease La inhibition; P0A9M0; purified E. coli Lon protease, fluorescence polarization; inhibition, % at 7.94 µM; 0.42% of 360,000 active; AID 602123; in the data active = inhibition above about 13%, passing the limit was not always enough;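 note: 0% = enzyme with probe and DMSO and 100% = no enzyme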
# bovine MsrA act: activators of bovine methionine sulfoxide reductase A; purified bovine MsrA, absorbance read-out; activation, % at 10.6 µM; 0.3% of 360,000 active; AID 602163; in the data active = activation above about 7.5%;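 note: 0% = vehicle and 100% = reference activator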
# FAS TE block: blocks the thioesterase domain of human fatty acid synthase; P49327; recombinant FAS-TE, OMFH fluorogenic substrate, fluorescence endpoint; inhibition, % at 15 µM; 0.67% of 360,000 active;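 active = compounds whose normalised, plate-corrected inhibition of enzyme fluorescence in the single-dose primary screen is 50% or more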;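 note: 0% = DMSO with enzyme and 100% = substrate without enzyme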
# Rin1 Abl inh: human Rin1-Abl interaction inhibition. AID 588664. TR-FRET Rin1/Abl binding, biochemical. 0.4% of 360,000 active. inhibition, % at 7.35 µM; in the data active = inhibition above about 5%, passing the limit was not always enough
# * marks the source's active call; other numbers are inactive results; i = inactive; / = not tested or not shown.
Compound	TbMetRS inhib	Neddyl block	FAS TE block	Rin1 Abl inh	bovine MsrA act	MLLE-PAM2 inh	MsrA inhibitor	CSN inh	eLon inh
CCN(C(=O)COC(=O)c1ccccc1Oc1ccccc1)c1c(N)n(Cc2ccccc2)c(=O)[nH]c1=O	-0.4	i	-3	1	-8	4	-0.9	6	-4
Nn1c(SCCOc2ccc(Cl)cc2)nnc1-c1cccnc1	-0.4	i	0	-7	-2	-74	0.7	5	4
O=C(NNC(=O)c1ccccc1[N+](=O)[O-])Nc1ccc(Cl)cc1	0.8	i	-3	4	-4	2	0.5	-19	-5
CCCc1ccc2oc(C(=O)N3CCNC(=O)C3CC(=O)OC)c(C)c2c1 (configuration not stated)	0.5	i	-16	-1	-3	-5	0.5	1	-9
OCc1ccc(-c2ccccc2)c(-c2ccccc2)c1	-0.3	i	16	0	-4	9	-0.9	-2	10
O=C(Nc1cc(C(F)(F)F)ccc1N1CCOCC1)C1Cc2ccccc2CN1C(=O)c1ccco1 (configuration not stated)	-0.3	i	27	2	-2	-17	1.5	-3	5
Cc1ccc2nc(Cl)c3cc(C(=O)N(CCN(C)C)Cc4ccco4)sc3c2c1	-0.2	i	19	-6	-1	-6	-0.6	9	-8
CC(=O)Cc1c(C(=O)O)c(C)nn1-c1ccccc1	-1.4	i	-9	0	-2	-5	1.8	-3	-12
CCCC[n+]1ccn(-c2nc3ccccc3nc2[N-]S(=O)(=O)c2ccccc2)c1	0.6	i	-5	-1	-2	13	-0.2	-1	-1
COc1cccc(Cn2cccc(NC(=O)Nc3ccccc3C)c2=O)c1	-0.1	i	10	1	-2	2	2.8	-4	-1
NC(=O)c1ccccc1NC(=O)c1ccoc1	-0.4	i	-6	2	-4	17	0.4	-6	-3
O=C(CCn1c(=S)[nH]c2cc3c(cc2c1=O)OCO3)NCc1ccccc1Cl	-0.3	i	-4	-2	2	-88	0.0	-5	-5
CCn1cc(CNC(=O)C2C3CCC(C3)C2C(=O)O)cn1 (configuration not stated)	0.7	i	-6	0	0	-8	0.2	0	-1
COc1ccc(S(=O)(=O)Nc2nnc(C(C)(C)C)s2)cc1	-0.2	i	-9	2	-2	37	-1.3	3	-9
CCCn1nc(C(=O)NCC(C)(C)N2CCOCC2)c2ccccc2c1=O	-0.8	i	2	-4	-3	-5	0.9	-3	8
CN(CC(=O)Nc1ccc(F)c(F)c1)S(=O)(=O)c1cccs1	-0.3	i	1	3	-2	-4	-0.8	5	1
CNC(=S)Nc1cc(C(F)(F)F)ccc1Cl	-0.2	i	-6	2	-3	14	0.0	-3	-9
CCOCCCn1c(NN)nc2ccccc2c1=O	-0.8	i	-8	2	0	-18	-0.8	7	1
CCOc1ccc2nc(NC(=O)CSc3ccc(Cl)cc3)sc2c1	-0.5	i	24	-1	-3	2	1.9	2	7
N#CC(C#N)=NNc1ccc(S(=O)(=O)N2CCCC2)cc1	-0.9	i	-3	-1	-12	-7	2.3	-8	-4
CC(=O)C(C)n1c(CN(C)Cc2ccccc2)nc2c1c(=O)n(C)c(=O)n2C (configuration not stated)	-0.4	i	-2	2	-4	-12	1.2	2	-2
O=C1c2ccc3c4c(ccc(c24)C(=O)N1c1ccc2ccccc2c1)CC3	-0.2	i	-1	0	1	-1	0.6	-3	6
Nc1ccc(Cc2nc3c(ccc4ccccc43)[nH]2)cc1	0.1	i	-6	1	-4	-14	1.3	-1	-5
Cc1ccc(SCC(=O)O/N=C(\N)c2cccc([N+](=O)[O-])c2)cc1	-0.6	i	16	-1	2	16	-0.1	3	-2
O=C(CCc1ccccc1)n1nc(-c2ccccc2)nc1NCc1ccco1	-0.3	i	24	0	-1	-7	0.7	1	2
CCN(CC(=O)Nc1ccccc1C(F)(F)F)C(=O)CCc1nc2ccccc2c(=O)[nH]1	-0.7	i	-4	3	-5	13	-0.4	3	-6
Cc1cccc(C(=O)NC(=S)Nc2ccc(S(=O)(=O)N3CCCCC3)cc2)c1	-1.3	i	21	0	-4	32	1.4	4	3
Cc1cccc(S(=O)(=O)N(C)C[C@@H]2OCc3cn(nn3)CCCC(=O)N([C@H](C)CO)C[C@H]2C)c1	-1.0	i	-8	0	-3	-2	-0.3	-5	-9
COCC(C)NC(=S)NC(=O)c1cc(S(=O)(=O)N2CCOCC2)ccc1C (configuration not stated)	-0.3	i	-7	3	-9	5	0.0	2	2
C[C@H](CO)N1C[C@H](C)[C@@H](CN(C)Cc2ccncc2)Oc2c(NC(=O)CCC(F)(F)F)cccc2C1=O	-0.3	i	-1	1	-2	4	0.2	1	-7

Compound	TbMetRS inhib	Neddyl block	FAS TE block	Rin1 Abl inh	bovine MsrA act	MLLE-PAM2 inh	MsrA inhibitor	CSN inh	eLon inh
CCOc1ccc(NC(=O)CCC(=O)NNC(=O)c2ccccc2Cl)cc1	-0.6	i	-5	0	-3	-2	1.7	3	2
O=C(CSc1nc2ccccc2c(=O)n1-c1ccc(F)cc1)Nc1ccc(N2CCOCC2)cc1	-0.6	i	-1	2	-4	-3	-1.4	-2	-5
COc1ccc(N2CCN(C(=O)/C(C#N)=C/c3ccccc3)CC2)cc1	-0.1	i	2	-1	1	-12	1.8	14	-6
Cc1csc(NC(=O)C(NC(=O)c2ccccc2F)C(C)C)n1 (configuration not stated)	-0.7	i	-3	5	3	8	-0.4	-2	-5
Cc1ccc(NC(=O)CCCNC(=O)c2ccc(Cl)cc2)c(Br)c1	0.5	i	1	-1	-1	8	-1.6	-3	-6
COc1ccc(/C=C/C(=O)OCC(=O)c2cc(C)ccc2C)cc1	0.0	i	5	-3	-1	-3	-0.6	-1	-4
C=CCN(C(=O)CCC(=O)O)C1CC(=O)N(c2ccc(OCCC)cc2)C1=O (configuration not stated)	-1.0	i	-4	-1	-5	-4	-0.3	4	-4
Cn1ccnc1C(O)(c1ccccc1)c1ccccc1	-0.6	i	-6	-1	-4	8	0.4	4	6
COc1cc(CNc2nc(C)c([N+](=O)[O-])c(C)c2C#N)cc(OC)c1OC	-0.8	i	55*	1	-4	16	0.9	-2	6
COc1ccc(C)cc1Nc1cc(C)nc2nc(C)nn12	1.3	i	-2	2	-7	-2	0.3	-2	9
O=C(COC(=O)/C=C/c1cccs1)Nc1ccc2ccccc2c1	0.8	i	-2	-7	-4	7	-0.5	-2	-2
Cc1nc(Cc2nnc(SC(C)C(=O)Nc3ccccc3)o2)cs1 (configuration not stated)	-0.1	i	-7	-1	-3	0	-0.6	1	-3
COc1ccc(Nc2cc(C)nc3ncnn23)cc1	-0.8	i	-6	-2	-3	3	-1.2	6	3
COc1ccc(NC(=S)N/N=C/c2ccc(F)c(F)c2)cc1	0.6	i	1	-2	-2	37	0.8	0	1
CCOC(=O)c1c(C)[nH]c(C(=O)OCC(=O)N(CC(C)C)C2CCS(=O)(=O)C2)c1C (configuration not stated)	-0.5	i	-5	3	-5	-1	0.9	-3	-5
O=C1C(=O)N(Cc2ccccc2)C(=O)N1CCN1C(=O)c2ccccc2C1=O	-0.3	i	1	0	-4	0	0.5	2	1
CC(=O)c1ccc(OCC(O)CN2C(C)CCCC2C)cc1 (configuration not stated)	0.6	i	-10	2	0	15	0.1	-2	0
Cc1cc(C(=O)CSc2nc(N)cc(=O)[nH]2)c(C)n1-c1ccc(OC(F)F)cc1	-0.4	i	3	-7	-5	-17	0.4	-1	-8
CSc1ccc(C(=O)C2CCCN(Cc3cccc4nccnc34)C2)cc1 (configuration not stated)	-0.4	i	0	-5	-2	-7	0.8	5	2
Cc1ccc(S(=O)(=O)c2nc(S(C)(=O)=O)sc2N2CCC3(CC2)OCCO3)cc1	-0.2	i	-1	4	-3	-3	1.3	1	-1
Cc1csc(NC(=O)c2ccccc2[N+](=O)[O-])n1	-0.2	i	-5	2	-2	6	0.2	-2	0
COc1ccccc1NS(=O)(=O)c1cc(Cl)ccc1OC	-0.5	i	8	0	-5	-7	-0.6	0	-5
O=C(NCc1ccccc1)C1c2ccccc2OCC(=O)N1CCCN1CCOCC1 (configuration not stated)	-0.2	i	-10	/	-2	/	-0.3	0	-3
O=C(Nc1ccc2c(c1)OCCO2)C(c1ccnc2ccccc12)n1c(=O)c(-c2ccco2)nc2ccccc21 (configuration not stated)	-0.6	i	/	/	/	/	2.3	10	/
COc1ccc(S(=O)(=O)Nc2ccc(-c3ccc4nnc(C)n4n3)cc2)c(OC)c1	-0.2	i	0	-7	-3	16	2.0	6	-14
Cc1cccc(C(=O)Nc2ccc(C(=O)/C=C/c3cccs3)cc2)c1	0.2	i	7	3	-2	-6	1.6	6	-4
O=C1C(=Cc2cccc(Cl)c2)Cc2ccccc21	-0.9	i	12	4	-6	11	0.9	5	-2
CN1N=C(C(C)(C)C)CSC1=Nc1ccc(F)cc1	-0.4	i	10	-6	-3	10	-0.6	0	-6
Cc1ccc(OC(=O)C2CSC3(C)CCC(=O)N23)c(Br)c1 (configuration not stated)	0.3	i	-5	0	-2	-1	1.3	-1	-7
COc1ccc(CNC(=O)C2CCCN(C(=O)Nc3ccccc3OC)C2)cc1 (configuration not stated)	0.1	i	-6	0	-2	9	-0.8	-1	2

Compound	TbMetRS inhib	Neddyl block	FAS TE block	Rin1 Abl inh	bovine MsrA act	MLLE-PAM2 inh	MsrA inhibitor	CSN inh	eLon inh
NNc1nnc2c3cc(F)ccc3n(Cc3ccccc3)c2n1	0.0	i	-56	2	-2	-28	-0.3	-1	1
CN(C)C(=O)c1cccc(-c2cc(NC=O)c3ncc(-c4ccc(F)c(Cl)c4)n3c2)c1	-0.3	i	21	-2	9.3*	-26	0.8	3	-9
COc1ccc(CC(=O)Nc2ccc(-c3nnc(-c4ccc(C)cc4)o3)cc2)cc1	-1.0	/	-4	4	2	-12	-0.5	5	-6
O=c1ccn([C@@H]2O[C@H](CNCc3cccc4c3sc3ccccc34)[C@@H](O)[C@H]2O)c(=O)[nH]1	-0.9	i	-7	4	-7	11	1.2	3	-5
CCc1nn(C(C)C(=O)N2CCN(c3ccc(OC)cc3)CC2)c(=O)c2cc3occc3n12 (configuration not stated)	0.1	i	3	-3	-6	-13	-0.3	-5	5
COc1ccc(C(C(=O)NCc2ccc(F)cc2)N(Cc2cccnc2)C(=O)c2snc(C(N)=O)c2N)cc1 (configuration not stated)	-0.4	i	2	2	-6	4	1.6	1	-2
CCOC(=O)c1c(NC(=O)CS(=O)(=O)c2cn(CC)c3ccccc23)sc2c1CCCC2	-0.8	i	27	-2	-3	7	1.0	-1	-13
CCC(CC)c1nnc(NC(=O)C2CC(=O)N(C3CCCC3)C2)s1 (configuration not stated)	-0.3	i	-6	-2	-1	35	-0.1	1	-12
COC(=O)c1ccc2cc(C)cc(C)c2n1	0.5	/	-9	2	-4	10	-0.7	2	2
N#Cc1ccc(CSc2nnc(-c3ccncc3)o2)cc1	-0.1	i	-5	2	-4	-8	-0.5	-4	-4

# Part of the list above in order of count of non-hydrogen atoms, ascending:
Compound	TbMetRS inhib	Neddyl block	FAS TE block	Rin1 Abl inh	bovine MsrA act	MLLE-PAM2 inh	MsrA inhibitor	CSN inh	eLon inh
N#Cc1ccc(CSc2nnc(-c3ccncc3)o2)cc1	-0.1	i	-5	2	-4	-8	-0.5	-4	-4
CCC(CC)c1nnc(NC(=O)C2CC(=O)N(C3CCCC3)C2)s1 (configuration not stated)	-0.3	i	-6	-2	-1	35	-0.1	1	-12
COc1ccc(CC(=O)Nc2ccc(-c3nnc(-c4ccc(C)cc4)o3)cc2)cc1	-1.0	/	-4	4	2	-12	-0.5	5	-6

# High-throughput results (PubChem BioAssay)
